# bovine MsrA act: activators of bovine methionine sulfoxide reductase A; purified bovine MsrA, absorbance read-out; activation, % at 10.6 µM; 0.3% of 360,000 active; AID 602163; in the data active means activation above about 7.5%;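 further: 0% = vehicle and 100% = reference activator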
# STEP inh: inhibitors of human striatal-enriched phosphatase STEP | P54829 | recombinant STEP, OMFP fluorogenic substrate, fluorescence | inhibition, % at 20 µM | 0.25% of 360,000 active | AID 588621;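 active means inhibition at 20 µM, scaled per plate between control wells, above about 37%, limit read from the data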;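 further: 0% = DMSO with enzyme and substrate and 100% = substrate only without enzyme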
#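 Also added – OMFP at 25 µM · Test system – STEP tyrosine phosphatase · Technique – FITC-channel fluorescence of OMFP product · Schedule – 20 min at room temperature, dark · Evaluation – control-normalized % inhibition with plate pattern correction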
# MsrA inhibitor: bovine MsrA inhibition. purified bovine MsrA, absorbance read-out. inhibition, % at 15.5 µM. 0.75% of 360,000 active; in the data active means inhibition above about 4.5%;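 further: 0% = vehicle wells with enzyme and 100% = reference inhibitor wells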
# DNMT1 block: inhibitors of human DNMT1 | P26358 | inhibition (reported as % activation of signal), % at 10 µM | DNMT1 molecular beacon, Hinp1I cleavage, fluorescence | 0.83% of 360,000 active; in the data active means inhibition above about 50%
# Scp1 inh: inhibitors of human Scp-1 phosphatase. Recombinant Scp1, phosphopeptide, malachite green phosphate absorbance. 0.88% of 340,000 active. Q9GZU7. inhibition, % at 20 µM;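 active means inhibition above about 50% at 20 µM, limit read from the data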;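 further: plate controls were DMSO wells with enzyme for no effect and wells lacking enzyme for full effect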
#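 Test system: SCP-1 phosphatase catalytic domain, residues 76-261; measured by: colorimetric phosphate reagent with accelerator and stabiliser, absorbance at 630 nm; timing: enzyme reaction 45 min at room temperature, colour 5 min, stabilisation 30 min; also added: Phosphorylated 17-residue peptide substrate; compound dosing: one concentration, 20 µM, with 1.0% DMSO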
# SUMO1 PPI mod: modulators of human SUMO1-mediated protein-protein interactions; P63165; SUMO1 binding to a labelled peptide, TR-FRET, 1 h; inhibition, % at 20 µM; 0.33% of 360,000 active; in the data active means inhibition above about 37%
# Target sequence (P63165 whole entry, looked up): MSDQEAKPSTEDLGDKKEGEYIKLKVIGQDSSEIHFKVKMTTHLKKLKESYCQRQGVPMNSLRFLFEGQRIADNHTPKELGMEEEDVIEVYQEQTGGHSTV
# LMPTP inh: blocks human LMPTP phosphatase; inhibition, % at 20 µM; P24666; AID 651560; recombinant LMPTP-A, OMFP fluorogenic substrate, fluorescence intensity; 0.22% of 360,000 active;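 active means compounds that cut the enzyme signal by at least half of the control window in the single-dose screen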;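 further: plate controls were DMSO wells with enzyme plus substrate for no effect and substrate without enzyme for full effect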
# Target sequence (P24666 whole entry, looked up): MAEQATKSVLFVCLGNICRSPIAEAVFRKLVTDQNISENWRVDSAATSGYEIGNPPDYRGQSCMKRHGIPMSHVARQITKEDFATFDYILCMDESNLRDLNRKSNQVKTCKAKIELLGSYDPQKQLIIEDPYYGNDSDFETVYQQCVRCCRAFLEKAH
#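 Test system – LMPTP-A phosphatase enzyme · Quantity – 0.625 nM LMPTP-A final · Reagent – OMFP substrate, 400 µM final · Dosing – one test concentration per compound, 20 µM, with 3% DMSO overall · Timing – 50 min enzyme reaction at room temperature, protected from light · Detection – fluorescence intensity · Controls – substrate-only low control, DMSO enzyme-plus-substrate high control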
# TbMetRS inhib: Trypanosoma brucei MetRS inhibition; purified T. brucei MetRS, ATP depletion, Kinase-Glo luminescence; inhibition, % at 11.9 µM; 0.4% of 360,000 active; AID 624268;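 active means inhibition above a per-plate cutoff of the control wells' mean inhibition plus 3 SD, cut at about 5.5% in these data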;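 further: 0% = DMSO wells median and 100% = median of wells with control inhibitor compound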
#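 Dosing: 11.9 µM compound single dose, 0.9% DMSO; Assay system: purified T. brucei MetRS enzyme; Measured by: Kinase-Glo luciferase luminescence reporting remaining unconsumed ATP; Schedule: 15 min plus 2 h at 25 °C.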
# E coli Lon inh: inhibits E. coli Lon protease; 0.42% of 360,000 active; P0A9M0; inhibition, % at 7.94 µM; purified E. coli Lon protease, fluorescence polarization; AID 602123; in the data active means inhibition above about 13%, passing the limit was not always enough;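 further: 0% = enzyme with probe and DMSO and 100% = no enzyme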
# Target sequence (P0A9M0 whole entry, looked up): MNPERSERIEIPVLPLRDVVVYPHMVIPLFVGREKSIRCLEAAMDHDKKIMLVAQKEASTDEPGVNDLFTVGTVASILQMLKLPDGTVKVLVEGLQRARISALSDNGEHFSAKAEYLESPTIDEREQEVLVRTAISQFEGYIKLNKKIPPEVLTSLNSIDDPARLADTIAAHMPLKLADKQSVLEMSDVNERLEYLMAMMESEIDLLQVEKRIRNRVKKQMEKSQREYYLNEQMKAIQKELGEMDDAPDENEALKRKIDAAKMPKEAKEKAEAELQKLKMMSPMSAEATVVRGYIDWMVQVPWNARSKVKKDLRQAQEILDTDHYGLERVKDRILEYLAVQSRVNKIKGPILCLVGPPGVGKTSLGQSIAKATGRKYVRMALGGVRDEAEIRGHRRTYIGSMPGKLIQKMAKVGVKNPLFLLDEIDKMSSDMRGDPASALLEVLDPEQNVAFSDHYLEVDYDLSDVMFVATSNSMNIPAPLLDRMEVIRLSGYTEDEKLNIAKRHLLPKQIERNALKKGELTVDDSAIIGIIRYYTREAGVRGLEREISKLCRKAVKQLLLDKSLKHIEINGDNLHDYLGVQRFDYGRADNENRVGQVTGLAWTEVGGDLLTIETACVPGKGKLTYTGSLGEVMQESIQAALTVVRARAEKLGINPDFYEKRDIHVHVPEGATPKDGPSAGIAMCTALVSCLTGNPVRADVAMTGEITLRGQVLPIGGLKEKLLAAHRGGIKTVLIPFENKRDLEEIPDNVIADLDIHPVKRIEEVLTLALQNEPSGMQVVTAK
# CendR NRP1 mod: alters CendR peptide binding to human NRP-1. AID 602438. FAM-RPARPAR peptide binding to NRP-1, fluorescence polarization. 0.85% of 360,000 active. inhibition, % at 25 µM. O14786;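 active means inhibition or corrected inhibition above about 18%, plus a signal ratio from 0.5 to 1.5, limit read from the data, passing the limit was not always enough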; further: strong numbers were not always called active
# An asterisk follows results filed as active; nt = no result given.
SMILES,bovine MsrA act,STEP inh,MsrA inhibitor,DNMT1 block,Scp1 inh,SUMO1 PPI mod,LMPTP inh,TbMetRS inhib,E coli Lon inh,CendR NRP1 mod
COCCn1ccc2c(OCC(=O)Nc3cc(OC)ccc3OC)cccc2c1=O,-1.4,2.1,0.1,-4.8,-7.6,8.7,-0.1,-0.5,0.5,-2.8
O=C(NCc1cccs1)c1noc2c1CCCC2,-2.5,0.9,-0.3,-2.0,-12.9,-0.8,0.2,0.1,7.0,6.9
C[C@@H]1CN([C@@H](C)CO)C(=O)c2cc(Br)cnc2O[C@H]1CN(C)Cc1ccccc1C(=O)O,-7.0,4.3,-0.2,5.9,nt,-2.2,-1.5,-1.4,-4.0,-9.7
COc1ccc(NC(=O)C2=Cc3ccccc3OC2)cc1,-4.2,-0.6,1.7,0.5,-9.1,-17.1,0.7,-0.1,-3.1,8.3
Cc1ccccc1-c1nc(SCc2ccccn2)c2c(=O)n(C)c(=O)n(C)c2n1,-3.0,-1.1,0.2,40.5,-6.2,1.9,0.0,-0.3,-4.7,-10.9
Cc1noc(C)c1NC(=O)N(C)C[C@H]1Oc2ccc(NC(=O)C3CC3)cc2C(=O)N([C@H](C)CO)C[C@@H]1C,0.7,2.4,2.0,1.9,8.2,3.3,-1.5,-0.4,-4.8,16.4
Nc1cnccc1Oc1cccc(C(F)(F)F)c1,-4.9,-1.1,1.3,-1.0,-7.9,1.4,-1.4,-0.4,5.3,-1.2
CC(C)(C)[C@H]1COC(=O)CC/C=C\C[C@H](CC(=O)N(CCO)Cc2ccccc2)C(=O)N1,-5.2,-0.3,-0.8,1.0,-0.2,-3.9,-1.0,-0.4,-2.6,9.6
CS(=O)(=O)N1CC(C(=O)NN)Oc2ccc(Cl)cc21 (stereo not drawn),0.1,-0.4,0.5,-0.6,0.6,-4.0,-1.3,-0.5,6.1,9.0
CC(NCc1ccc(-c2ccccc2)cc1)C(O)c1ccccc1 (stereo not drawn),-0.6,0.0,-0.7,5.3,-2.7,-1.0,-0.1,-0.1,8.3,-8.0
COc1ccc(C)cc1NC(=O)Cn1cnnn1,-3.6,2.8,0.7,-1.5,4.2,2.3,-1.0,-0.8,-7.9,9.5
N=c1c(-c2nc3ccccc3[nH]2)cc(C(=O)c2ccco2)nn1-c1ccccc1,-0.9,-0.9,1.1,-3.8,9.0,-7.3,8.2,0.3,-4.4,-9.8
O=C(CCc1nc2ccccc2c(=O)[nH]1)N1CCN(S(=O)(=O)c2cccc(F)c2)CC1,-0.4,-2.2,-0.7,0.9,-7.8,-0.9,0.2,0.5,-6.2,3.6
C/C(N)=C(/C#N)C(=O)COC(=O)CNC(=O)c1ccc(Cl)cc1Cl,-3.2,-1.8,-0.4,5.2,-8.6,4.2,-0.8,-0.2,-6.2,7.5
Cc1cc(C)n(C(C)CNS(=O)(=O)c2ccccc2)n1 (stereo not drawn),-2.7,-0.7,-0.4,0.0,-5.8,1.0,-1.3,0.2,-5.7,2.7
Cc1ccc(-c2noc(CCC(=O)Nc3cccc(C(=O)NC4CC4)c3)n2)cc1,-2.5,-0.1,-1.4,1.3,nt,-4.3,-1.1,0.2,8.2,-7.4
CC(C)=CCCC1(C)C=Cc2c(c(C)cc3c2[nH]c2cc(O)ccc23)O1 (stereo not drawn),-0.4,-2.8,0.0,-35.1,-1.3,4.0,2.7,0.0,-1.0,-1.0
CCOc1ccc(N(CC(=O)NC2CCCCC2)S(=O)(=O)c2ccccc2)cc1,-10.2,3.4,-0.8,-0.7,-0.6,5.5,-0.2,-0.9,6.5,1.4
O=C1NC(Cc2ccccc2)c2nc3ccccc3c(=O)n2-c2cc3ccccc3cc21 (stereo not drawn),-3.7,0.1,0.8,-5.8,nt,-1.7,0.8,-0.1,-7.5,-11.7
O=C(c1ccc2[nH]c3c(c2c1)CCCC3)N1CCN(c2ccc(F)cc2)CC1,-3.3,1.5,-0.5,59.4*,-1.7,1.0,1.8,-0.4,0.1,-2.9

# 5 neighbouring records already listed, quoted:
SMILES,bovine MsrA act,STEP inh,MsrA inhibitor,DNMT1 block,Scp1 inh,SUMO1 PPI mod,LMPTP inh,TbMetRS inhib,E coli Lon inh,CendR NRP1 mod
COCCn1ccc2c(OCC(=O)Nc3cc(OC)ccc3OC)cccc2c1=O,-1.4,2.1,0.1,-4.8,-7.6,8.7,-0.1,-0.5,0.5,-2.8
O=C(NCc1cccs1)c1noc2c1CCCC2,-2.5,0.9,-0.3,-2.0,-12.9,-0.8,0.2,0.1,7.0,6.9
C[C@@H]1CN([C@@H](C)CO)C(=O)c2cc(Br)cnc2O[C@H]1CN(C)Cc1ccccc1C(=O)O,-7.0,4.3,-0.2,5.9,nt,-2.2,-1.5,-1.4,-4.0,-9.7
COc1ccc(NC(=O)C2=Cc3ccccc3OC2)cc1,-4.2,-0.6,1.7,0.5,-9.1,-17.1,0.7,-0.1,-3.1,8.3
Cc1ccccc1-c1nc(SCc2ccccn2)c2c(=O)n(C)c(=O)n(C)c2n1,-3.0,-1.1,0.2,40.5,-6.2,1.9,0.0,-0.3,-4.7,-10.9

# Other structures follow:
SMILES,bovine MsrA act,STEP inh,MsrA inhibitor,DNMT1 block,Scp1 inh,SUMO1 PPI mod,LMPTP inh,TbMetRS inhib,E coli Lon inh,CendR NRP1 mod
O=C(CNC(=O)c1cccs1)c1ccc(F)cc1,-0.3,-2.9,0.5,1.2,-6.8,-0.5,0.2,-0.4,-1.0,-1.1
CC(C(=O)NC1CCCC1)N(Cc1ccc2c(c1)OCO2)C(=O)c1snc(C(N)=O)c1N (stereo not drawn),0.3,1.6,0.2,0.4,-1.8,-7.4,-0.8,-0.5,-12.3,-11.2
C/C(=N/NC(=O)C(O)(c1ccccc1)c1ccccc1)c1ccc([N+](=O)[O-])o1,-0.5,0.9,2.2,34.3,18.4,-25.3,1.6,0.0,1.2,1.0
COCc1c(C(=O)OCc2nc(N)nc(Nc3ccccc3C)n2)oc2ccccc12,-3.1,-3.9,-0.5,-4.4,-6.9,-4.3,-0.7,-0.4,-2.8,-13.8
CC(=O)O/N=C1\C(=O)N(Cc2ccc(C)cc2)c2ccccc21,-8.6,1.2,-0.2,-1.8,-9.3,-8.1,1.8,0.1,-0.6,1.7
CCc1nnc(NC(=O)C2=CCN(S(=O)(=O)c3ccccc3)CC2)s1,-3.1,-0.9,-0.2,-1.3,11.2,3.0,-0.7,-0.1,-9.7,13.6
C=CCSc1nnc(-c2ccc(Cl)cc2Cl)o1,-11.7,-1.7,-1.1,-0.3,-7.7,0.2,-1.2,-1.1,2.3,0.0
COC(=O)[C@H](C)NC(=O)COc1ccccc1,-1.6,-1.7,0.2,2.4,2.1,0.3,-0.7,0.5,-10.5,8.0
O=C(COc1ccccc1F)NC1CC1,-1.8,-0.1,0.8,-2.2,-5.2,-1.5,0.2,-0.2,8.0,-4.2
CCSc1ncc(/C=N/Nc2ccccc2)n1C,-4.5,0.0,-0.5,-8.8,-9.3,-0.1,0.1,-0.4,-4.3,-0.3
COC(=O)C1=C(N)OC2=C(C(=O)CCC2)C1c1ccccc1OC (stereo not drawn),2.1,-2.7,-0.7,-0.6,-3.5,-7.3,3.0,-0.2,-0.3,16.8
[N-]=[N+]=NC(c1ccccc1)c1nc2ccccc2[nH]c1=O (stereo not drawn),-7.3,-2.5,0.8,-0.5,3.1,-8.6,0.3,-0.9,0.0,-8.8
C=CCC1(CC=C)CCCN1C(=O)c1ccc2oc(CCCC)nc2c1,-4.5,1.3,2.1,3.9,nt,1.0,0.4,-0.4,-5.3,4.0
Cc1ccc(C)c(C(=O)COC(=O)c2nn(C)c(=O)c3ccccc23)c1,-2.2,1.4,0.3,-17.7,-6.8,-6.0,0.5,-0.3,13.8,1.3
O=C(N/N=C1\CC2CC=CC12)c1ccc(O)cc1 (stereo not drawn),-10.2,-6.3,0.2,-1.5,4.5,-3.2,0.1,-0.3,-15.9,-10.5
Cc1ccc(S(=O)(=O)/N=C(/Nc2nc(C)cs2)c2ccccc2)cc1,-4.4,-1.6,2.5,1.3,-8.6,-3.8,-0.6,-0.2,-9.9,1.7
CCCCN(CCCC)C(=O)CN(C)S(=O)(=O)c1ccc2c(c1)n(C)c(=O)c(=O)n2C,-7.6,-0.2,0.8,2.7,-2.7,-0.6,-1.8,0.1,7.4,4.6
Cc1ccc(C)c2nc(SCC(=O)N3CCCc4ccccc43)c(C#N)cc12,-9.9,9.0,0.0,6.4,-5.8,7.1,-1.0,-1.4,-6.0,-2.4
COc1ccc(NC(=O)/C=C/c2ccc(S(=O)(=O)N3CCOCC3)cc2)cc1,-0.9,0.5,0.3,13.9,-0.1,-4.7,-0.1,-0.1,0.1,2.2
C=CCN(CC=C)C(=S)Nc1ccc(OC)c(OC)c1,-10.1,-1.0,-0.9,9.7,5.6,1.0,-0.1,-1.1,10.8,3.9
COc1ccc(C(=O)CC(=O)C(=O)Nc2ccc(C)c(C)c2)cc1,-2.0,1.7,1.1,-1.3,-13.6,-8.6,0.6,0.0,-4.1,-7.4
COc1cccc(Nc2nc3cc(C)ccc3cc2C)c1,-0.8,-0.5,0.2,2.6,nt,1.7,1.3,-0.3,1.9,-2.7
O=C(O)CSc1nnc(Cn2c(=O)sc3ccccc32)n1-c1cccc(Cl)c1,-3.0,0.2,nt,4.5,-0.3,2.9,-0.8,-0.5,-12.1,8.9
Cc1ccc(C(=O)COC(=O)CNC(=O)Cc2ccccc2)cc1[N+](=O)[O-],-3.4,-0.9,0.4,-3.4,-4.6,-7.7,0.2,-0.5,-8.4,5.6
COc1cc(S(=O)(=O)N(Cc2cccc(OC)c2OC)CC2CCCO2)ccc1-n1cnnn1 (stereo not drawn),-3.8,-1.6,1.5,0.6,-4.1,-0.5,0.5,-0.9,1.1,7.9
COc1cc(COc2ccc(S(=O)(=O)N3CCOCC3)cc2[N+](=O)[O-])ccc1OC(F)F,-2.6,0.2,0.9,-10.3,3.2,0.2,2.7,-0.4,-8.7,3.4
O=S(=O)(Nc1ccc2cn[nH]c2c1)c1ccc(Cl)s1,-3.2,-1.9,0.2,-0.6,0.6,1.9,1.6,-0.9,8.0,2.7
O=C(Nc1ccc(Cl)cc1)c1nc[nH]c1C(=O)NCCN(CCNC(=O)c1[nH]cnc1C(=O)Nc1ccc(Cl)cc1)CCNC(=O)c1[nH]cnc1C(=O)Nc1ccc(Cl)cc1,-2.4,-2.3,nt,-42.7,4.1,7.4,1.2,-0.3,-1.2,-3.0
Cn1c(N)c(C(=O)CSc2nnc(C3CC3)n2Cc2ccccc2)c(=O)n(C)c1=O,-3.7,-4.7,-1.1,9.1,-12.4,1.1,-1.7,0.3,-1.2,12.4
CCOC(=O)C1=C(N)OC2=C(C(=O)CCC2)C1c1ccccc1OC (stereo not drawn),-3.2,0.4,0.7,-1.1,-8.0,-0.4,-1.5,0.4,-6.5,-0.6
CCS(=O)(=O)c1ccc(-c2csc(-c3ccccc3)n2)c(Cl)c1Cl,-12.9,7.2,0.6,-8.8,-18.7,-4.2,2.4,0.0,-2.0,-1.3

# Source: PubChem
